Screening results from PubChem BioAssay.
TDP1 inh: TDP1 (human) enzyme inhibition | Q9NUW8 | recombinant TDP1, AlphaScreen DNA substrate cleavage | Potency, µM (top dose mostly 130 µM), inactives show at the highest dose activity change, negative = inhibition, usual class: inhibitors | hit rate 0.28% among 350,000 | AID 485290; further: nearly all actives have a fitted effect of over 40% in size
Target sequence (Q9NUW8 whole entry, looked up): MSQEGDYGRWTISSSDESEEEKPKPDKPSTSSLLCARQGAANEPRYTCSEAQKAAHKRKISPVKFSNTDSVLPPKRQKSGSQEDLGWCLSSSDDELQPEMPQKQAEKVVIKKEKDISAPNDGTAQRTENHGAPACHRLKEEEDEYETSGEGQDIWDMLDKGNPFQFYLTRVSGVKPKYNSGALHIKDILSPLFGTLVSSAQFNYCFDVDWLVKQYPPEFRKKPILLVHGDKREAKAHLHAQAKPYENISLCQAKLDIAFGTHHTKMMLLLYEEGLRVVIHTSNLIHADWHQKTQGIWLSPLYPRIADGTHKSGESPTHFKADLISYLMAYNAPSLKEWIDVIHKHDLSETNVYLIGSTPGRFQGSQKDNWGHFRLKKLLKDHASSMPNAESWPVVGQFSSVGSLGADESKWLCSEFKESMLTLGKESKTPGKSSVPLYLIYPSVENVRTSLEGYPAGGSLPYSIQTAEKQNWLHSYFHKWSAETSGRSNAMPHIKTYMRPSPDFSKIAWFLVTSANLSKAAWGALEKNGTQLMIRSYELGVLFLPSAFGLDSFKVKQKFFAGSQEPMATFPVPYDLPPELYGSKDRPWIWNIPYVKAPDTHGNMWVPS
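Compounds were preincubated with Tdp1 (1 nM final) for 15 min at room temperature before substrate (15 nM final) started a 5 min reaction; beads (10 ug/ml final) were then added for 10 min before AlphaScreen detection.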
N370S GC: N370S glucocerebrosidase modulation, Gaucher chaperone candidate; P04062; N370S GC spleen homogenate, 4MU-glucoside fluorescence; Potency, µM (titrated, usually from 59.4 µM), inactives show at the highest dose activity change, negative = inhibition, actives largely listed as inhibitors; hit rate 0.092% among 330,000; AID 2101;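 further: 0% = full enzyme activity and -100% = no enzyme basal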
FEN1 inh: human FEN1 inhibition. Recombinant FEN1 flap cleavage, fluorescence, 15 min. Potency, µM (titrated, usually from 114 µM), for inactives: top-dose activity change, negative = inhibition, most hits filed as inhibitors. hit rate 0.35% among 390,000. AID 588795; further: nearly all actives have a fitted effect of over 65% in size
Target sequence (P39748 whole entry, looked up): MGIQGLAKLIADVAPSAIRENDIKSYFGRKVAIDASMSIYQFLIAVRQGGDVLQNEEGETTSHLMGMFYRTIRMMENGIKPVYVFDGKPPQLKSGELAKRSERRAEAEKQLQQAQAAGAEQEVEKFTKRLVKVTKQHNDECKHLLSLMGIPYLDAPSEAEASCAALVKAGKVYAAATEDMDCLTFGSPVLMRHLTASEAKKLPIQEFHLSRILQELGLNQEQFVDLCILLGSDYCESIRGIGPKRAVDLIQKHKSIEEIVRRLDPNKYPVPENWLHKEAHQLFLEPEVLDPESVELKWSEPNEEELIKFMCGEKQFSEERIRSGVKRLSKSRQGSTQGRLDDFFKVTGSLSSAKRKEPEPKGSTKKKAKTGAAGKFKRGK
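Nuclease activity of 10 nM FEN1 was measured after 15 min of room-temperature exposure to titrated compounds, by adding 50 nM flap substrate and reading plates at 0 and 15 min.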
Numbers without * were called inactive; ? = inconclusive; . = no result given; & = joins results of further samples; [ ] = dose if it differs, or a comment. The call rests on the fitted dose curve; in most records, active means well fitted curve in the direction sought with a large enough effect; inconclusive means small, poorly fitted or top-dose-only effect, or another doubt; inactive means no such curve, though single readings can be large; an effect the other way counts as inactive or inconclusive. Unless noted, on the % scale 0 is the no-effect control and ±100 the full control effect; potency means the concentration at half of the fitted maximal effect.

nr	FEN1 inh	TDP1 inh	N370S GC	Structure
1	5.6%	2.5%	14.9%	CCOC(=O)C1CCN(C(=O)COc2ccc(S(=O)(=O)N3CCCC3)cc2C)CC1
2	20.1%	2.8%	-5.1%	O=C(CCn1cnnn1)N1CCCC(Nc2ccc(F)c(F)c2)C1 (stereo not given)
3	-6.3%	1.2%	.	COc1ccccc1C(=O)Nc1onc2c1CCCC2
4	9.7%	1.0%	-4.0%	CCOc1ccccc1OCCOCCN1CC(C)OC(C)C1 (stereo not given)
5	-11.5%	-2.8%	-0.8%	Cc1ccc(O)c(-c2cc(-c3cccc(Br)c3)n[nH]2)c1
6	8.1%&11.2%	0.0%	0.2%	c1coc(CNc2ncnc3[nH]ncc23)c1
7	-8.1%	3.2%	-11.2%	O=C(O)c1cccc(S(=O)(=O)N2CCCC2)c1
8	-4.9%	3.7%	.	COCCCN1C(=O)c2[nH]nc(-c3cc(C)ccc3O)c2C1c1ccc(F)cc1 (stereo not given)
9	32.5%	0.0%	4.9%	NC(N)=NS(=O)(=O)c1ccc(NC(=S)NC(=O)c2ccc3c(c2)OCO3)cc1
10	-18.0%	0.0%	0.9%	COc1ccc2nc(SCC(=O)N3CCCCCC3)c(C#N)cc2c1
11	-13.1%	0.0%	3.6%	O=C(CCc1nnc(Cc2ccc(-c3ccccc3)cc2)o1)N1CCCC1
12	9.3%	0.7%	6.8%	CCc1ccc(-c2cc(C)no2)cc1S(=O)(=O)N1CCN(c2cccc(C)c2C)CC1
13	4.4%	5.0%	.	O=C(Cn1c(-c2cccs2)cc2cc(F)ccc21)N1CCCCC1
14	-0.7%	0.0%	2.3%	Cc1cc(NCCO)c2ccccc2n1
15	0.6%	6.0%	9.7%	c1ccc2c(N3CCCCC3)nc(N3CCCCC3)nc2c1
16	11.5%	1.1%[56.1 µM]	-16.1%	O=C(c1cccc(C(F)(F)F)c1)N1CCN(CCc2ccccc2)CC1
17	-7.3%	0.0%	1.1%	Cc1ccc(CN2C(=O)S/C(=C\c3ccccc3OCC(=O)O)C2=O)cc1
18	-6.0%	.	-8.3%	CCn1c(=O)c2ccccc2n(Cc2cccc(C)c2)c1=O
19	3.5%	0.7%	-2.8%	COC(=O)c1ccc2c(=O)n(CCN3CCOCC3)c(SCC(=O)Nc3ccccc3Cl)nc2c1
20	11.0%	.	-6.2%	CC[C@@]1(c2ccccc2C)C(=O)N(C(=O)OC)N1C(=O)OC
21	-1.4%	2.6%	-3.4%	NNC(=O)CS(=O)(=O)c1ccc(Cl)cc1
22	24.6%[57.1 µM]	13.7%[56.1 µM]	-3.6%	CN(C)C(N)=NCCC[C@H](N)C(=O)O
23	-26.5%	4.2%	-27.8%	CCCNc1nc(Nc2ccc(C)cc2)nc(N2CCCC2)n1
24	-2.9%	2.5%	-1.3%	COc1ccc(/C=N/N=C2/NC(=O)C(CC(=O)NC(N)=O)S2)cc1 (stereo not given)
25	2.7%	7.7%	.	O=C(CSc1nc2c([nH]c3ccccc32)c(=O)n1-c1ccccc1)NCc1ccc(F)cc1
26	-8.0%	5.5%	12.6%	CCOC(=O)c1cc(CC)sc1NC(=O)COc1ccc2c(C)cc(=O)oc2c1
27	1.2%	1.8%	1.4%	Cn1c(SCC(=O)NCCNC(=O)CSc2nnc(C(F)(F)F)n2C)nnc1C(F)(F)F
28	-9.2%	-4.4%	-20.9%	Cc1ccc(N(C(C)C(=O)Nc2ccc(S(=O)(=O)N3CCOCC3)cc2)S(C)(=O)=O)cc1C (stereo not given)
29	-20.9%	3.8%	4.7%	C=CCc1cccc(CNc2nc3ccccc3n2CC)c1O
30	-9.3%	-2.7%	.	O=C(NC1CCN(Cc2ccccc2)CC1)c1ccc(Cn2c(=O)c3ccccc3n(Cc3ccc(Cl)cc3)c2=O)cc1

nr	FEN1 inh	TDP1 inh	N370S GC	Structure
31	-7.4%	14.0%	-3.6%[21.6 µM]	CNNCc1ccc(C(=O)NC(C)C)cc1
32	0.6%	-0.1%	.	Cc1ccsc1C(=O)OCC(=O)Nc1cccc(F)c1
33	-14.4%	.	-2.4%	COc1ccc(Oc2nc3c(c(=O)n(C)c(=O)n3C)n2C)cc1
34	-17.4%	3.8%	-4.4%	CCCn1cnnc1CNC(=O)C1CCC(=O)N(CCc2cccc(F)c2)C1 (stereo not given)
35	3.6%	0.0%	.	COc1ccc(C(CNC(=O)COc2cc(C)cc(C)c2)N2CCCCC2)cc1 (stereo not given)
36	-0.6%	.	-5.1%	O=[N+]([O-])c1ccc2c(c1)Nc1nc3ccccc3nc1N2
37	-2.8%	4.0%	-4.1%	CC(C)[C@H](NC(=O)Nc1ccc(S(N)(=O)=O)cc1)C(=O)O
38	-6.7%	6.1%	.	CCCc1cc(=O)[nH]c(Nc2ccccc2O)n1
39	6.3%	0.0%	2.2%	CCc1c(C)nc2cc(C)[nH]n2c1=O
40	-15.3%	2.8%	4.1%	CCCC(=O)Nc1ccc(Sc2ccc([N+](=O)[O-])cc2)cc1
41	-0.4%	2.7%	-24.8%	CCCNNC(=O)C(O)(c1cccc(C)c1)c1cccc(C)c1
42	16.9%	2.2%	-0.9%	O=C(Nc1cccc(NC(=O)c2cccnc2)c1)c1ccccc1
43	-1.5%	.	0.0%	Cc1ccc(S(=O)(=O)CCC(=O)OCC(=O)N2CCN(c3ccccc3)CC2)cc1
44	-6.6%	0.0%	18.5%	Cc1ccc(S(=O)(=O)c2c(C)nn(C(C)(C)C)c2OC(=O)c2cccs2)cc1
45	-25.3%	3.1%[12.3 µM]	.	CCc1cccc(C)c1NC(=O)Cn1cnc2c1c(=O)n(C)c(=O)n2C
46	-5.2%	-2.4%	0.1%	CN(C)NC(=S)Nc1cccc(C(F)(F)F)c1
47	14.3%	-0.3%	.	O=C(NC1(Cc2ccccc2)CCN(CCc2cccs2)C1=O)c1ccccc1 (stereo not given)
48	-0.5%	3.9%	-9.1%	CC(=O)c1cccc(S(=O)(=O)N2CCN(c3nc4cc(C)cc(C)c4cc3C#N)CC2)c1
49	-27.8%&2.6%	.	-0.6%	O=S1(=O)CCO[C@H]2Cc3ccccc3[C@H]2N1Cc1cccc(F)c1
50	-2.8%	-2.0%	1.0%	COc1ccc(NC(=O)C2CCCN2C(=O)NC2CCCCC2)cc1OC (stereo not given)
51	-3.4%	6.0%	-10.9%	COc1cccc(N2CCN(C(=O)CCc3nnc4ccc(N5CCCC5)nn34)CC2)c1
52	-16.9%	4.2%	?	Cc1cc(C(=O)OCc2nnc(-c3ccccc3)o2)c(C)n1-c1ccccc1
53	-5.0%	1.2%	3.7%	COc1cccc(CC(=O)Nc2ccc(-c3csc(C)n3)cc2)c1
54	-2.3%	3.3%	0.9%	CC(C)Cc1cc(C(=O)Nc2cc(Br)ccc2O)no1
55	-15.0%	6.2%	12.2%	Cc1ccc2nc(-c3ccccc3)cc(C(=O)NCCCn3ccnc3)c2c1
56	-4.3%	4.1%	.	O=C(OCc1ccco1)c1ccc2c(c1)N(Cc1ccc([N+](=O)[O-])cc1)C(=O)c1ccccc1S2
57	-3.8%	-0.6%	.	COc1ccc(CCNC(=O)Cn2c(=O)cc(C(F)(F)F)c3c(C)nn(C)c32)cc1OC
58	-7.1%	-3.5%	6.1%	Cc1ccc(NS(=O)(=O)c2cccc(C(=O)O)c2)cc1S(=O)(=O)N1CCOCC1
59	8.6%	-1.9%	4.4%	O=C(C(Cl)Cl)N1CCN(Cc2ccccc2)CC1
60	-0.2%	-7.6%	-0.9%	CCOC(=O)c1c(C)nn(-c2ncccc2NC(=O)NC(C)C)c1C

Some values from above:
Value for no. 45 under FEN1 inh: -25.3%
Value for no. 58 under TDP1 inh: -3.5%
Value for no. 49 under FEN1 inh: -27.8%&2.6%

Single records, as listed above. Order of values: FEN1 inh, TDP1 inh, N370S GC
Profile of O=C(c1cccc(C(F)(F)F)c1)N1CCN(CCc2ccccc2)CC1 : 11.5%, 1.1%[56.1 µM], -16.1%
Profile of O=C(CCc1nnc(Cc2ccc(-c3ccccc3)cc2)o1)N1CCCC1 : -13.1%, 0.0%, 3.6%
Profile of Cc1ccc2nc(-c3ccccc3)cc(C(=O)NCCCn3ccnc3)c2c1 : -15.0%, 6.2%, 12.2%
Profile of CNNCc1ccc(C(=O)NC(C)C)cc1 : -7.4%, 14.0%, -3.6%[21.6 µM]
Profile of COc1cccc(CC(=O)Nc2ccc(-c3csc(C)n3)cc2)c1 : -5.0%, 1.2%, 3.7%

Molecules from the list above with bromine, in the order listed:
nr	FEN1 inh	TDP1 inh	N370S GC	Structure
5	-11.5%	-2.8%	-0.8%	Cc1ccc(O)c(-c2cc(-c3cccc(Br)c3)n[nH]2)c1
54	-2.3%	3.3%	0.9%	CC(C)Cc1cc(C(=O)Nc2cc(Br)ccc2O)no1

Back to the main list; the 4 compounds before the break are reprinted first.
nr	FEN1 inh	TDP1 inh	N370S GC	Structure
57	-3.8%	-0.6%	.	COc1ccc(CCNC(=O)Cn2c(=O)cc(C(F)(F)F)c3c(C)nn(C)c32)cc1OC
58	-7.1%	-3.5%	6.1%	Cc1ccc(NS(=O)(=O)c2cccc(C(=O)O)c2)cc1S(=O)(=O)N1CCOCC1
59	8.6%	-1.9%	4.4%	O=C(C(Cl)Cl)N1CCN(Cc2ccccc2)CC1
60	-0.2%	-7.6%	-0.9%	CCOC(=O)c1c(C)nn(-c2ncccc2NC(=O)NC(C)C)c1C
61	9.2%	1.1%	3.3%	Cc1ccc(C(=O)NCCCN2CCOCC2)o1
62	13.1%	2.8%	-9.6%	CCCNS(=O)(=O)c1ccc(Oc2ncc(C(F)(F)F)cc2Cl)cc1
63	6.3%	0.0%	9.0%	O=C(NCc1ccccc1Cl)c1ccc[nH]1
64	-1.0%	-1.3%	.	COc1ccc(CCNC(=O)c2cc3c(=O)n4cccc(C)c4nc3n2C)cc1
65	-1.4%	3.2%	.	COc1cccc(CNC(=O)CN2C(=O)CSc3c2c(C)nn3-c2ccccc2)c1
66	-0.3%	-1.1%	2.0%	COC(=O)C1=C(C)N(CCc2ccc(OC)c(OC)c2)C(=O)C1
67	1.8%	1.8%	.	CCC(C)NC(=O)Cn1c(=O)n(-c2ccc(Cl)cc2)c(=O)c2c3c(sc21)CCCC3 (stereo not given)
68	-0.7%	0.0%	10.9%	O=C(Nc1ccncc1)c1ccc2ccccc2c1
69	48.1%	1.2%	.	COc1cc(/C=C/C(=O)O)ccc1OS(=O)(=O)c1cc(Br)ccc1C
70	-9.8%	.	-16.8%	CC(C)[C@H](NC(=O)c1c(F)cccc1F)C(=O)Nc1cccc(Br)c1
71	-2.9%	3.6%	26.8%	CC(C)N(CCNS(=O)(=O)c1ccc(Cl)cc1)C(C)C
72	9.4%	3.5%	-14.0%	CN(C)S(=O)(=O)c1ccc(C(=O)N2CCN=C2SCc2ccccc2)cc1
73	4.2%	0.5%	.	C[C@H](CO)N1C[C@H](C)[C@@H](CN(C)C(=O)NC2CCCCC2)Oc2c(NC(=O)Nc3ccccc3)cccc2C1=O
74	-0.3%	3.8%	-20.4%	COc1c(Cl)cc(Cl)cc1CNCCNCCO
75	-8.8%	-5.0%	-5.3%	C[C@H]1CN=C(Nc2ccccc2)N1CCc1ccc(F)cc1
76	-8.0%	.	?	CC(C)(O)[C@H]1Cc2cc3ccc(=O)oc3cc2O1
77	-6.2%	5.7%	?	Cc1sc(NC(=S)NC(=O)c2ccc(C(C)(C)C)cc2)c(C#N)c1C
78	-10.2%	5.1%	9.5%	CC1(C)Cc2c(C#N)c(N)n(-c3ccccc3)c(=O)c2CO1
79	1.5%	3.0%	-0.1%	CCCc1cc(=O)oc2cc(OCC(=O)NCCc3ccc(S(N)(=O)=O)cc3)ccc12
80	1.9%	-2.3%	?	CCOC(=O)c1c(NC(=O)CN2CCCc3ccccc32)sc(C)c1CC
81	-19.6%	8.9%	-7.4%	Cc1ccc(NC(Cc2cc(C)no2)c2ccccc2)cc1 (stereo not given)
82	-5.6%	-4.3%	-2.8%	COc1cc(C(=O)NCC(c2cccs2)N2CCOCC2)c([N+](=O)[O-])cc1OC (stereo not given)
83	-3.8%	7.3%	1.7%	Cc1nc(C)c(C(=O)Nc2ccccc2-c2ccccc2)o1
